KinaseGlo FLuc: Counterscreen for Luciferase (Kinase-Glo TM) Inhibition; Luciferin 4-monooxygenase (Photuris pensylvanica), Q27757; Kinase-Glo luciferase, ATP luminescence, 8 min; Potency, µM (series often up to 38.3 µM), without a hit: at the top dose activity change, negative = inhibition, most hits filed as inhibitors; 0.28% of 200,000 active; note: potency is the fitted concentration of half-maximal effect; % is set by controls: 0 for no effect and ±100 for the full control effect; nearly all actives have a fitted effect of over 60% in size
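Kinase-Glo luciferase light output from ATP and luciferin was measured with 10 uM ATP, within the enzyme's linear range. Buffer: 50 mM imidazole pH 7.2, 50 mM KCl, 7 mM MgCl2, 0.01% Tween 20, 0.05% BSA; luminescence read after 8 min at ambient temperature.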
IMPase Li inh: qHTS Assay for Identifying the Cell-Membrane Permeable IMPase Inhibitors: Potentiation with Lithium | CHO-M1 cells, IP1 TR-FRET (IP-One), carbachol + lithium | Potency, µM (series often up to 59.4 µM), for the others: at the highest dose activity, negative = IMPase inhibition, actives largely listed as inhibitors | 0.35% of 210,000 active;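 note: IP1 builds up when IMPase is blocked and the TR-FRET signal falls; potency is the fitted concentration of half-maximal effect; plate controls were basal vehicle for no effect and high inhibitor control for full effect; nearly all actives have a fitted effect of over 50% in size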
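Readout is a homogeneous TR-FRET IP1 immunoassay (Ex 320, Em 665 and 620), where raised cytosolic IP1 lowers signal. Cells were CHO-M1 treated 30 min at 37C with test compounds plus a little lithium; AC50 values came from Hill-equation fitting.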
Epigenetic derep: Quantitative High-Throughput Screen for Regulators of Epigenetic Control. Potency, µM (top dose mostly 53.9 µM), for inactives: at the highest dose GFP activation, hits mostly activators. murine LDR cells, GFP reporter derepression, 30 h. 0.2% of 280,000 active; note: potency is the fitted concentration of half-maximal effect; % of control where 0% means no effect; nearly all actives have a fitted effect of over 60% in size
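Murine LDR cells bearing a silenced CMV-driven GFP reporter were exposed to compound for 30 h at 37 C. After PBS washes, GFP-positive cells (20-120 um objects) counted by laser-scanning microplate cytometry.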
CBFb RUNX1 block: qHTS Assay for Compounds Blocking the Interaction Between CBF-beta and RUNX1 for the Treatment of Acute Myeloid Leukemia. Runt-related transcription factor 1 (Homo sapiens) + Core-binding factor subunit beta …. AlphaScreen CBFb-His/RUNX1-biotin binding, biochemical. Potency, µM (doses to about 59.8 µM), inactives show at the highest dose activity, negative = inhibition, actives largely listed as inhibitors. 230,000 tested, under 10 active. AID 1477, 2009; note: % of control where 0% means no effect
Target sequence (Q01196 whole entry, looked up): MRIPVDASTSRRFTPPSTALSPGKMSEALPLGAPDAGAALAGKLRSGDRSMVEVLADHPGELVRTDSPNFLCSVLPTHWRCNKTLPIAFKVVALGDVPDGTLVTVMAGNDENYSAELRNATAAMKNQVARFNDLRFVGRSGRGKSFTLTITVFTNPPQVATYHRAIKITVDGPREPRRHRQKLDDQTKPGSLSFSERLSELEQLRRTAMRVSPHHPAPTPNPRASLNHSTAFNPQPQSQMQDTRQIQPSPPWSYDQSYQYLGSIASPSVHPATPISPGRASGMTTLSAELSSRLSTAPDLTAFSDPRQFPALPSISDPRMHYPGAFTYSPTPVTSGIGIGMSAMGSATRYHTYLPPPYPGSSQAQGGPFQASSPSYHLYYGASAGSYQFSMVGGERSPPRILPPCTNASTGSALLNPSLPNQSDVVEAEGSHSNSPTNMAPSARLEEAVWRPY
Target sequence (Q13951 whole entry, looked up): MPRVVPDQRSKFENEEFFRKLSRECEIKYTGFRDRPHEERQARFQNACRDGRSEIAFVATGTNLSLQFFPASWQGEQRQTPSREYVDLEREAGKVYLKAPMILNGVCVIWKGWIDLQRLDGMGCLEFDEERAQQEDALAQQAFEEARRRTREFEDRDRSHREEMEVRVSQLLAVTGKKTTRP
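AlphaScreen proximity signal reports loss of binding between His-tagged CBF-beta and biotin-labelled RUNX1, each at 30 nM. Proteins are pre-associated for 20 minutes, compounds added for 15 minutes, then beads for 90 minutes, all at ambient temperature.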
HTT aggregate: qHTS Multiplex Assay to Identify Dual Action Probes in a Cell Model of Huntington: Aggregate Formation (GFP). PC12 HttQ103-GFP aggregates, Acumen cytometry, 40 h. AID 1688, 2009. Potency, µM (highest dose often 46.1 µM), for inactives: at the top dose activity change, negative = inhibition, usual class: inhibitors. 1.1% of 220,000 active; note: potency is the fitted concentration of half-maximal effect; % is set by controls: 0 for no effect and ±100 for the full control effect; nearly all actives have a fitted effect of over 60% in size
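Multiplexed with ATP-based cell death, this channel scores GFP aggregates in PC12 cells expressing inducible HTTex1-Q103-GFP. Induction used 100 nM tebufenozide; compounds were tested in concentration series.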
Lamin A splicing: qHTS Assay for Modulators of Lamin A Splicing | AID 1487, 2009 | Potency, µM (series often up to 46.1 µM), for inactives: at the top dose ratio change, negative = inhibition, actives largely listed as inhibitors | 0.01% of 200,000 active | HeLa LMNA splicing GFP/RFP minigene ratio, 48 h; active = well fitted inhibition curve with a large enough effect in the signal ratio, with a control signal flat, not every such curve was filed as active; inconclusive = small, poorly fitted or top-dose-only effect, or effect the other way, or a change in a side signal; the % refers to the signal ratio; note: potency is the fitted concentration of half-maximal effect; % is set by controls: 0 for no effect and ±100 for the full control effect
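Read-out is the ratio of GFP to DsRed2 object intensity, acquired by 488 nm laser-scanning cytometry on HeLa lamin A-EGFP minigene reporter cells. Compound incubation 48 hrs at 37 °C in Opti-MEM with 2% FBS; DMSO 0.5% final.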
NPSR antag: qHTS Assay for Antagonists of the Neuropeptide S Receptor: cAMP Signal Transduction; CHO-NPSR cells, cAMP TR-FRET, antagonist mode; Potency, µM (series often up to 38.3 µM), for inactives: at the highest dose activity change, negative = inhibition, usual class: inhibitors; 1% of 220,000 active; AID 1461, 2008; note: potency is the fitted concentration of half-maximal effect; % is set by controls: 0 for no effect and ±100 for the full control effect; nearly all actives have a fitted effect of over 50% in size; many of its hits are not listed in these tables
Target sequence (Q6W5P4 whole entry, looked up): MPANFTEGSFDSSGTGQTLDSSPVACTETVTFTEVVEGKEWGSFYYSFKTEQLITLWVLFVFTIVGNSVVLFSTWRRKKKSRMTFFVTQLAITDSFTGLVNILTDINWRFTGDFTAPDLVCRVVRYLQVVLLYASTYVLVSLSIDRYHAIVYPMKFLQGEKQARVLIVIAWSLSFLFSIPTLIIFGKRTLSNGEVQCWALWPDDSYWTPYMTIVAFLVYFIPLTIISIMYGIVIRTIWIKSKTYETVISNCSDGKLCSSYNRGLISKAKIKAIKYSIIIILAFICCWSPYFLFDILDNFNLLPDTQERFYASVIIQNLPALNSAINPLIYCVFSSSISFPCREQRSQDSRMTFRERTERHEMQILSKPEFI
* marks the source's active call; other numbers are inactive results; ? = inconclusive; · = not tested or not shown; [ ] = dose if it differs, or a comment. Unless noted, calls come from the whole dose curve; as a rule, active = well fitted curve in the direction sought with a large enough effect; inconclusive = small, poorly fitted or top-dose-only effect, or another doubt; inactive = no such curve, though single readings can be large; an effect the other way counts as inactive or inconclusive. Some of the compounds tested. The share of hits here may be higher or lower than overall.

SMILES	KinaseGlo FLuc	IMPase Li inh	Epigenetic derep	CBFb RUNX1 block	HTT aggregate	Lamin A splicing	NPSR antag
COc1ccccc1/C=C\C(=O)NCC(=O)N/N=C/c1ccc(O)cc1O	·	·	-1.0%	-19%	-8%[9.22 µM]	·	-7%
NCCNC(=O)c1ncsc1-c1cccc(F)c1	-1%	14%	-0.2%	12%	·	?	-10%[46.1 µM]
CCNC(=O)C1CC(=O)N(Cc2ccc(F)cc2)C(=Nc2ccc(OC)cc2)S1 (stereo not drawn)	-1%	0%[38.3 µM]	-0.4%	3%	-11%[9.22 µM]	-2%	-27%[46.1 µM]
OCCOCCNc1ncnc2c1cnn2-c1ccccc1	1%	5%[38.3 µM]	-1.1%	8%	15%	2%	-17%[46.1 µM]
Cc1cccc(CNc2ccc(C(CC(N)=O)NC(=O)c3ccccc3)cc2[N+](=O)[O-])c1 (stereo not drawn)	·	·	-1.5%	4%	14%[9.22 µM]	·	-28%
CC(=O)Nc1ccc(NC(=O)c2ccccc2F)cc1	-2%	23%[38.3 µM]	0.0%	9%	-11%	8%	3%[46.1 µM]
O=C(COc1ccc(NC(=O)c2ccccc2[N+](=O)[O-])cc1)c1ccc(F)cc1	-2%	7%	2.2%	0%	9%	?	0%
CCOC(=O)c1cnc(-n2nc(C)cc2C)nc1NC	-14%	10%[38.3 µM]	-1.8%	-5%	18%	-1%	-1%[46.1 µM]
CCCc1cc(C(=O)Nc2sc(C(C)=O)c(C)c2C(=O)OCC)no1	0%	17%[38.3 µM]	-0.8%	24%	-4%	-18%	-12%[46.1 µM]
O=c1[nH]nc(CNc2ccc(O)cc2)c2ccccc12	-4%	34%[activator][38.3 µM]	4.2%	-22%	?	-3%	-13%[46.1 µM]
CC(=O)c1cccc(NC(=O)CN2C(=O)C3C4C=CC(C4)C3C2=O)c1 (stereo not drawn)	-2%	-29%[38.3 µM]	1.2%	4%	20%	6%	-20%[46.1 µM]
CCCCNC(=O)NS(=O)(=O)c1ccc(C(=O)OC)o1	2%	31%[38.3 µM]	-1.1%	6%	?	19%	1%[46.1 µM]
CCCOc1cc(C)c(Cl)cc1S(=O)(=O)N(CC)CC	3%	11%	-2.0%	8%	-7%	-12%	-17%[46.1 µM]
O=C(c1cccc([N+](=O)[O-])c1)N1CCOCC1	-3%	-6%	1.0%	-3%	4%	-13%	18%
CC1CCC2C(=O)N(c3ccc(NC4CCN(Cc5ccccc5)CC4)c([N+](=O)[O-])c3)C(=O)C2C1 (stereo not drawn)	-1%	42%[activator]	-2.6%	-19%	-20%	?	-25%
COC(=O)CSc1ncnc2c1sc1nc(N3CCOCC3)c3c(c12)CCCC3	4%	17%[38.3 µM]	2.3%	-5%	18%	1%	-16%[46.1 µM]
COc1cccc(C2/C(=C(/O)c3cnn(-c4ccccc4)c3C)C(=O)C(=O)N2CCN(C)C)c1OC (stereo not drawn)	2%	3%[38.3 µM]	0.0%	5%	-33%	?	-20%[46.1 µM]
COc1cc(-c2nn3c(-c4ccccn4)nnc3s2)cc(OC)c1OC	3%	6%[38.3 µM]	-0.9%	3%	11%	6%	-17%[46.1 µM]
CCC(CC)C(=O)NC12CC3CC(CC(C3)C1)C2	0%	17%[38.3 µM]	1.2%	5%	-19%	?	-7%[46.1 µM]
Cc1ccc(C2C(C#N)=C(N)N(c3ncn[nH]3)C3=C2C(=O)CC(C)(C)C3)cc1 (stereo not drawn)	-2%	22%[38.3 µM]	0.0%	2%	-28%	2%	-1%[46.1 µM]

Whole records, quoted from the list. Values in the order: KinaseGlo FLuc | IMPase Li inh | Epigenetic derep | CBFb RUNX1 block | HTT aggregate | Lamin A splicing | NPSR antag
Cc1ccc(C2C(C#N)=C(N)N(c3ncn[nH]3)C3=C2C(=O)CC(C)(C)C3)cc1 (stereo not drawn) across the screens: -2% | 22%[38.3 µM] | 0.0% | 2% | -28% | 2% | -1%[46.1 µM]
CCCc1cc(C(=O)Nc2sc(C(C)=O)c(C)c2C(=O)OCC)no1 across the screens: 0% | 17%[38.3 µM] | -0.8% | 24% | -4% | -18% | -12%[46.1 µM]
CCOC(=O)c1cnc(-n2nc(C)cc2C)nc1NC across the screens: -14% | 10%[38.3 µM] | -1.8% | -5% | 18% | -1% | -1%[46.1 µM]

Continued.
SMILES	KinaseGlo FLuc	IMPase Li inh	Epigenetic derep	CBFb RUNX1 block	HTT aggregate	Lamin A splicing	NPSR antag
COc1ccc2oc(=N)c(-c3nnc4n3CCCCC4)cc2c1	-2%	13%[38.3 µM]	0.1%	6%	22%	-12%	-4%[46.1 µM]
Cc1nc2ccccn2c1C(=O)OCC#N	1%	2%	-3.4%	-2%	-33%[9.22 µM]	?	14%
O=[N+]([O-])c1cc(Cl)cc2c1nc(NCCO)c1ccccc12	-3%[7.66 µM]	-2%	0.0%	-15%	-1%[9.22 µM]	·	16%
CCNc1nc(Oc2ccc(C(=O)OC)cc2)nc(SC)n1	-2%	26%[38.3 µM]	-0.9%	6%	-8%	0%	-14%[46.1 µM]
CCOc1ccccc1N(CC(=O)NC1CCCC1)C(=O)CCC(=O)Nc1cc(C)on1	-4%	18%[38.3 µM]	7.6%	15%	9%	9%	5%[46.1 µM]
CC1CCc2nc3ccccc3c(C(=O)OCC(=O)NC3CCS(=O)(=O)C3)c2C1 (stereo not drawn)	-1%	-1%	-2.4%	12%	-4%	25%[9.22 µM]	-1%
COc1ccc(C(=O)Nc2ccc(OCc3ccccc3)cc2)cc1[N+](=O)[O-]	1%	-15%[38.3 µM]	0.0%	-1%	6%	-5%	-11%[46.1 µM]
Cc1ccc(-c2nn(C)c(=O)c3ccccc23)cc1CNC(=O)c1ccco1	0%	-6%[38.3 µM]	-1.4%	1%	?	-1%	-20%[46.1 µM]
CN(C)/C=C1\N=C(c2ccc3c(c2)OCO3)OC1=O	3%	6%	1.0%	-3%	?	17%	-6%
Cc1ccc(-c2ccc(/C=N/NC(=O)c3ccccc3O)o2)cc1	·	·	?	5%	-7%[9.22 µM]	·	-9%
O=S(=O)(NCc1cc(-c2ccc(Cl)cc2)no1)c1ccc(Cl)cc1	-1%	-3%[38.3 µM]	0.0%	4%	?	2%	-18%[46.1 µM]
COc1ccc(/C=C2\CCCc3c2nc2ccccc2c3C(=O)OCC(=O)c2c(N)n(C)c(=O)n(C)c2=O)cc1	-2%	19%	0.9%	22%	6%	-8%	4%
COCCNC(=O)c1ccccc1NC(=O)c1ccccc1N(C)S(=O)(=O)c1ccccc1	-4%	28%[38.3 µM]	-1.0%	2%	-12%	6%	-12%[46.1 µM]
C=C1c2ccccc2O[C@H](C(=O)OCC)[C@@H]1C1CCCCC1 (tested in a mixture with another compound)	-9%[39.9 µM]	21%	-2.1%	5%[89.1 µM]	·	·	·
COC(=O)Nc1nc2ccc(-c3n[nH]c(=O)c4ccccc34)cc2[nH]1	-3%	-11%	-13%	2%	-24%	?	11%
CCc1ccc(S(=O)(=O)NCCc2cn3ccc(C)cc3n2)s1	2%	9%	-3.6%	0%	13%	·	0%
CCOc1ccc(NC(=S)NC(C)c2cccs2)cc1 (stereo not drawn)	-3%	9%	0.0%	0%	-10%	2%	-4%
CCOC(=O)C1C(=O)C=C(c2ccc(C)cc2)CC1c1cccc([N+](=O)[O-])c1 (stereo not drawn)	·	·	0.0%	1%	-15%	?	-25%[46.1 µM]
CSCCC(NC(=O)c1ccccc1)C(=O)NC1CCCC1 (stereo not drawn)	-1%	25%[38.3 µM]	-1.0%	10%	14%	1%	7%[46.1 µM]
Cn1nc(C(F)(F)F)c(/C=N/OCc2c(Cl)cccc2Cl)c1Cl	-1%	0%[38.3 µM]	0.8%	3%	2%	8%	-10%[46.1 µM]
CC(=O)Nc1ccc(-c2csc(NC(=O)C3CCN(S(=O)(=O)c4cccs4)CC3)n2)cc1	-5%	-9%	1.0%	15%	?	?	-8%
O=C(COc1ccc(/C=N/NC(=O)c2ccccc2O)cc1)Nc1ccc([N+](=O)[O-])cc1	-1%	8%	1.1%	9%	15%	-8%	6%
Cc1cc(C)n(Cc2nc3ccccc3n2C)n1	0%	22%[38.3 µM]	0.0%	18%	-11%	13%	2%[46.1 µM]
Cc1ccc(C)n1C(Cc1ccccc1)C(=O)O (stereo not drawn)	1%	-8%[38.3 µM]	0.4%	?	3%	-1%	-2%[46.1 µM]
COc1ccc(/C=C/C(=O)NCC(=O)N/N=C/c2cc(Br)ccc2OCc2ccccc2)cc1	-3%	17%[38.3 µM]	3.9%	6%	-5%	-7%	-23%[46.1 µM]
NC(=O)c1nsc(C(=O)N(CC(=O)NC2CCCC2)c2cnc3ccccc3c2)c1N	·	·	-0.9%	16%	-37%[9.22 µM]	·	-3%
Clc1ccc(OCc2nn3c(C4CCCCC4)nnc3s2)c(Cl)c1	-2%	-6%[38.3 µM]	0.0%	9%	-25%	?	-20%[46.1 µM]
Cc1ccc(NC(=O)COc2ccc(Br)cn2)cc1	·	·	-0.3%	16%	3%[9.22 µM]	·	-1%
COc1ccccc1C1(O)CCN(CC(=O)Nc2nc(-c3ccccc3)cs2)CC1	-1%	13%	3.1%	-10%	1%[9.22 µM]	?	-5%
CC(C)C(=O)NN(C(=O)C(C)C)c1nc2ccccc2s1	·	·	1.1%	8%	5%[9.22 µM]	·	1%
C=C(C)c1cccc(C(C)(C)NC(=O)N2CCN(CC)CC2)c1	3%	14%	2.5%	-4%	16%	-7%	4%[46.1 µM]
COc1ccc(CC(=O)NC(C)c2nnc(SCC(=O)c3ccc(Br)cc3)n2C)cc1 (stereo not drawn)	0%	-6%[38.3 µM]	0.5%	-4%	26%	5%	-20%[46.1 µM]
COC(C[C@@H](O)CC(=O)[C@@H](C)OCc1ccccc1)OC	·	·	4.1%	8%	19%[9.22 µM]	·	23%
COc1ccc(C2NC(C(=O)O)Cc3c2[nH]c2ccccc32)cc1CN1CCN(c2ccc(F)cc2)CC1 (stereo not drawn)	·	·	-1.1%	?	15%[9.22 µM]	-1%[46 µM]	-27%
COc1ccc(CN2CCN(C(=O)c3cccc(OC)c3OC)CC2)cc1OC	-2%	-4%	0.9%	-5%	-1%	-3%[46 µM]	6%
Cn1c(SCc2nc(-c3ccc(Cl)cc3)no2)nnc1-c1ccccc1	2%	26%[38.3 µM]	-0.6%	2%	?	?	-11%[46.1 µM]
